LGR2 inh = blocks bursicon-induced cAMP signaling via Drosophila LGR2 | 380,000 tested, 0.35% active | HEK293 LGR2, CRE-luciferase, bursicon-stimulated, 4 h | AID 720647 | inhibition, % at 9.99 µM;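 active = drop in luminescence signal, shown as inhibition above about 50% in the replicate tests, limit read from the data, passing the limit was not always enough; inconclusive = probably only some replicates passing the limit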;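 also: agonist challenge used bursicon conditioned medium at about half maximal strength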
ARNT-TACC3 inh = ARNT/TACC3 interaction disruption | AlphaScreen His-ARNT PAS-B/GST-TACC3 binding, luminescence; TACC3 fragment carries E629A point mutation | inhibition, % at 9.99 µM | 390,000 tested, 0.66% active;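 active = mean inhibition of replicates at least 50% and at least half of replicates each reaching 50%; inconclusive = half or more replicates reach 50% but mean below 50%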;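 also: 0% = complete ARNT plus TACC3 wells and 100% = ARNT alone without TACC3; many hits fall short of the cut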
DENV2 CPE = inhibitors of DENV2 cytopathic effect; 350,000 tested, 1.7% active; DENV2-infected cells, cytopathic effect rescue, plate reader; CPE inhibition, % at 9.99 µM; in the data active = CPE inhibition above about 20%, passing the limit was not always enough; inconclusive = no clear call, values can overlap the other calls; tested in BHK-21 cells;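 also: 0% = median of neutral control wells and 100% = median of positive control wells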
SIRT5 block = inhibitors of human sirtuin-5 desuccinylase. Purified SirT5, succinyl-peptide AMC, trypsin-coupled fluorescence. inhibition, % at 15 µM. 330,000 tested, 1.1% active. AID 652115; in the data active = inhibition above about 15%; inconclusive = no clear call, values can overlap the other calls
Target sequence (Q9NXA8 whole entry, looked up): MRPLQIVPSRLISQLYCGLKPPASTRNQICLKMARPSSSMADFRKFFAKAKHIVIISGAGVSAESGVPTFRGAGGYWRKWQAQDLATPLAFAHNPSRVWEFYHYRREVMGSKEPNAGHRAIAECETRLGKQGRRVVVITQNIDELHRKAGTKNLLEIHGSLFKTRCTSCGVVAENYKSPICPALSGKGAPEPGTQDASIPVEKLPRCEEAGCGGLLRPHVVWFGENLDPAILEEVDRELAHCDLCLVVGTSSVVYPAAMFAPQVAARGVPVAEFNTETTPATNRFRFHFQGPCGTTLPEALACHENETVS
PAX8 reporter = lowers PAX8-driven luciferase in RMG-I cells; RMG-I TPO-luciferase reporter, SteadyGlo, 24 h; inhibition, % at 12.6 µM; 360,000 tested, 1.2% active;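 active = mean replicate inhibition at least 60% with every replicate also reaching 60%; inconclusive = only one of the two criteria is met; inactive = mean below 60% and not all replicates reaching 60%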;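 also: luciferase light reporting Pax8 driven TPO promoter activity; plate controls were median of neutral control wells for no effect and mitoxantrone controls for full effect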
EWS-Fli inh = inhibitors of EWS/Fli oncoprotein transcriptional activity | 350,000 tested, 0.67% active | A673 NR0B1-luciferase reporter, viability-normalised | inhibition, % at 12.6 µM;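 active = mean inhibition of at least 50% after viability correction, with every replicate also passing that limit; inconclusive = mean reaches 50% but only one of two replicates passes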;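 also: firefly luciferase signal divided by Alamar Blue viability fluorescence both relative to DMSO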
CASP6 VEID inh = inhibitors of human caspase-6; AID 686996; purified caspase-6, Z-VEID-R110 cleavage fluorescence; 350,000 tested, 0.53% active; inhibition, % at 12.5 µM;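 active = mean inhibition across replicates at least about 35%, with every replicate also reaching that limit, limit read from the data; inconclusive = only one of the two criteria met; inactive = neither criterion met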;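 also: 0% = median of neutral control wells and 100% = no fluorescence left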
Target sequence (P55212 24-179 limits assumed): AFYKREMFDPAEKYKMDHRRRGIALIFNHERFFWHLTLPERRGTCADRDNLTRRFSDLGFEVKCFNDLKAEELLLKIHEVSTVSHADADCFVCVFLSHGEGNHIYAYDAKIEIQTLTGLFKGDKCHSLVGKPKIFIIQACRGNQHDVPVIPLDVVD
Target sequence (P55212 194-293 limits assumed): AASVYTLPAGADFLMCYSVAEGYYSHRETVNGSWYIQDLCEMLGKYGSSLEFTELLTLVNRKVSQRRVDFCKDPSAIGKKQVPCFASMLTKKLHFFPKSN
* = called active by the depositor; ? = inconclusive; nt = not tested or not shown. Outcome played no part in choosing rows. Share with any hit: about 4.9%.

SMILES | LGR2 inh | ARNT-TACC3 inh | DENV2 CPE | SIRT5 block | PAX8 reporter | EWS-Fli inh | CASP6 VEID inh
CC(CN1CCOCC1)OC(=O)c1ccc(C(C)(C)C)cc1 (configuration not stated) | -6 | -9 | -4 | -3 | 9 | 9 | 2
O=C(C1CCC1)N1CCCCN2[C@H](CO)[C@H](c3ccc(-c4cccc(F)c4)cc3)[C@H]2C1 | nt | 8 | -1 | -5 | 84* | 2 | 1
C[C@@H]1CN([C@H](C)CO)C(=O)Cc2cc(NS(=O)(=O)c3cccs3)ccc2O[C@@H]1CN(C)S(=O)(=O)c1ccc(F)cc1 | -2 | -5 | -3 | -5 | 46 | 16 | 1
O=C(c1ccc(CS(=O)(=O)c2ccc(Br)cc2)o1)N1CCN(c2ccccn2)CC1 | 0 | -7 | 1 | nt | 10 | -1 | 6
CC(C)C#Cc1ccc2c(c1)O[C@H](CN(C)C(=O)Cc1ccccn1)[C@@H](C)CN([C@H](C)CO)S2(=O)=O | -12 | 6 | -8 | 4 | nt | 4 | 3
Cc1ccc(C(=O)Nc2ccc3c(c2)OCO3)cc1S(=O)(=O)N1CCOCC1 | -22 | 27 | -3 | -1 | nt | nt | 4
O=C(NCc1ccccc1)C1C(=O)Nc2ccccc2C(=O)N1c1ccc2c(c1)OCCO2 (configuration not stated) | -30 | nt | -4 | 0 | -53 | -33 | 0
COc1ccc(OCCOC(=O)C(C)NS(=O)(=O)c2ccc(NC(C)=O)cc2)cc1 (configuration not stated) | 3 | 0 | -5 | -3 | -5 | -1 | 2
Cc1cc(C)n2nc(C(=O)OCC(=O)c3ccccc3Cl)nc2n1 | 8 | -6 | 0 | 5 | -10 | 0 | 2
COc1ccc(S(=O)(=O)N2Cc3ccccc3CC2C(=O)Nc2ccc(O)cc2)cc1OC (configuration not stated) | 12 | 4 | 10 | 3 | 14 | -1 | -1
COc1cc(C2c3cc4c(cc3OC(N3CCCC3)C2C)OCO4)cc(OC)c1O (configuration not stated) | -18 | 0 | -9 | -2 | -20 | -1 | -6
O=C(c1ccco1)N(Cc1cccnc1)C(c1ccccc1)c1nc2ccccc2[nH]1 (configuration not stated) | -98 | nt | -23 | -4 | -97 | -58 | -1
COc1ccc(-c2ccc([C@@H]3[C@@H](CO)N4CCCCN(C(=O)c5ccc6c(c5)OCO6)C[C@@H]34)cc2)cc1 | 46 | -7 | ? | 4 | 7 | 15 | -1
CC(C)Oc1ccc(C(CC(=O)N(C)CCC#N)c2ccc(F)cc2)cc1 (configuration not stated) | 6 | 6 | nt | nt | 7 | nt | nt
CCN(CC)c1ccc(N=Cc2ccc([N+](=O)[O-])o2)cc1 | nt | 1 | -9 | 15* | -4 | 2 | 16
O=C(CNC(=O)c1ccc(Cl)c([N+](=O)[O-])c1)NCC1CCCO1 (configuration not stated) | -16 | 12 | 15 | 0 | 1 | nt | nt
COc1ccc(OC)c(CNC(=O)C2CCN(S(=O)(=O)N3CCCC3)CC2)c1 | -2 | -3 | -5 | 0 | nt | 7 | 1
CC(=O)NCC(=O)N(C)C(C(=O)Nc1ccc2c(c1)OCCO2)c1ccc(C)cc1 (configuration not stated) | -1 | -4 | 6 | 0 | 4 | -3 | 0
CC(NC(=O)C1(c2cccs2)CCOCC1)c1ccccc1 (configuration not stated) | 11 | -2 | nt | -3 | 36 | 4 | -2
CCCCOC(=O)Nc1nnc(Cc2ccc(Cl)cc2)s1 | 18 | -3 | -4 | nt | 6 | 6 | 2
COC(=O)C[C@H]1CC[C@@H]2[C@H](COc3ccc(NC(=O)c4cccc(F)c4)cc3C(=O)N2C)O1 | 3 | 4 | 4 | 0 | -8 | 7 | 0
Cc1ccsc1C(=O)NNC(=O)c1csc(N2CCOCC2)n1 | 5 | -3 | -6 | -2 | -14 | -3 | 5
CC(=O)c1ccccc1NC(=O)COC(=O)CSCC(=O)Nc1cc(C)on1 | 0 | -4 | 9 | -2 | 6 | 3 | 0
CCOC(=O)CSc1ccc2nnc(CCNS(=O)(=O)c3ccccc3)n2n1 | 1 | -5 | -5 | 1 | 24 | 8 | 0
CC(=O)NC(Cc1c[nH]c2ccccc12)C(=O)OCC(=O)N1CCCCCC1 (configuration not stated) | nt | -1 | 0 | -4 | 8 | -3 | 0
CC(C)CCN1CCN(Cc2cccc3nonc23)CC1CCO (configuration not stated) | 1 | 6 | 4 | 0 | 12 | 3 | -2
CCC(=O)N1CC2(C1)[C@@H](c1ccc(-c3ccccc3OC)cc1)[C@@H](CO)N2C(C)=O | 2 | nt | 4 | -5 | -2 | 0 | 1
C/C(=N\Nc1nnc2c3ccccc3n(C)c2n1)c1ccc(C)o1 | 11 | 11 | nt | nt | 3 | -17 | nt
COc1cc(C(=O)OCCNC(=O)c2ccncc2)cc(OC)c1OC | -4 | -8 | nt | nt | 6 | nt | nt
C[C@H]1CN([C@@H](C)CO)C(=O)Cc2cc(NC(=O)CCC(F)(F)F)ccc2O[C@H]1CN(C)C(=O)Nc1ccc(C(F)(F)F)cc1 | -26 | -16 | 0 | nt | 24 | -2 | nt
C[C@H]1CN([C@@H](C)CO)C(=O)c2cc(C#CC3(O)CCCC3)cnc2O[C@@H]1CN(C)C(=O)CN(C)C | 4 | -5 | 0 | -4 | nt | -2 | -1
O=C(Nc1ccnn1C1CCN(C(=O)c2c(F)cccc2F)CC1)C1CC1 | -3 | nt | -3 | -3 | -7 | nt | 2
CO[C@@H](CN(C)Cc1cc(F)ccc1F)[C@@H](C)CN(C(=O)Nc1ccc(F)cc1)[C@@H](C)CO | 18 | -1 | 3 | -5 | nt | -7 | 0
CCOc1ccccc1Nc1nnc(SCC(=O)NC(Cc2c[nH]c3ccccc23)C(=O)O)s1 (configuration not stated) | 8 | 0 | nt | -3 | -2 | 17 | 5
C[C@H](O)[C@@H]1C(=O)N2CCc3c([nH]c4ccccc34)[C@@H]2C[C@@H]1N(C)C(=O)Nc1ccc(F)cc1 | -7 | nt | -4 | -20 | -16 | -25 | 2
CC(=O)CC(=O)Nc1ccc(C(N)=O)cc1 | -2 | 2 | nt | -1 | 13 | -1 | 1
NS(=O)(=O)c1ccc(NC(=O)c2ccc(S(=O)(=O)N3CCc4ccccc43)cc2)cc1 | -17 | -7 | -4 | -3 | 10 | 12 | -1
CCOC(=O)c1csc(NC(=O)CC2CCCC2)n1 | 1 | -3 | 1 | nt | -45 | 4 | -2
C[C@@H]1CN([C@@H](C)CO)C(=O)c2cccc(N(C)C)c2O[C@@H]1CN(C)C(=O)NC1CCCCC1 | 24 | nt | -2 | -11 | -4 | nt | 0
O=C(C[C@H]1CC[C@H]2[C@@H](COC[C@@H](O)CN2S(=O)(=O)c2cccc(Cl)c2)O1)NC1Cc2ccccc2C1 | -8 | 10 | -1 | -5 | 20 | -1 | 0
COc1ccc([N+](=O)[O-])cc1NC(=O)CSCc1ccc(Br)cc1 | nt | 7 | 2 | -2 | 22 | -1 | -5
CN(CC(=O)Nc1ccc(Cl)cc1)CC(=O)Nc1cccc2ccccc12 | 0 | -4 | 2 | -2 | 4 | 6 | 3
N#Cc1ccc(OCC(=O)Nc2nc(-c3ccccn3)cs2)cc1 | -5 | nt | -4 | 1 | 5 | 15 | 11
NS(=O)(=O)c1ccc(CCNc2ccn3nc(-c4ccc(OCCN5CCOCC5)cc4)cc3n2)cc1 | 3 | nt | 14 | -4 | -23 | -8 | -1
CCN1CCN(c2cc(N3CCc4ccccc4C3)c(F)cc2[N+](=O)[O-])CC1 | 5 | 16 | nt | nt | 21 | nt | nt
O=C(NCc1ccccc1)c1ccc[n+]([O-])c1 | 5 | -2 | 0 | 2 | 11 | -4 | 1
Cc1ccc(-c2nc3ccccc3c(=O)n2NC(=O)c2cccs2)cc1 | -16 | -5 | 3 | 13 | -10 | 2 | 3
O=C(NC1CC1)C1CCN(C(=O)c2ccccc2Cl)CC1 | 15 | -28 | 16 | -7 | 7 | 2 | 0
C[C@H](CO)N1C[C@H](C)[C@@H](CN(C)S(=O)(=O)c2cccs2)OCCCC[C@H](C)Oc2ccc(NS(=O)(=O)c3ccc(F)cc3)cc2C1=O | -5 | -3 | -15 | 6 | 37 | -3 | -1
COc1ccc(C(=O)Nc2cc3c(cc2N2CCCCC2)n(C)c(=O)n3C)cc1OC | -7 | -5 | 2 | -3 | 3 | nt | 3
CCN(CC(=O)Nc1c(F)cccc1F)C(=O)CN(C)S(=O)(=O)c1ccc(F)cc1 | -4 | -28 | -6 | -1 | 30 | -1 | -2
CCCN1CCN(C(=O)Cn2nc(C)n3c(cc4sccc43)c2=O)CC1 | 2 | 2 | -3 | 0 | -30 | -8 | -1
Cc1ccccc1NC(=S)N(CCN1CCCCC1)Cc1ccco1 | nt | 10 | -2 | -1 | -1 | 0 | -6
Cc1cc(C)c2sc(N(CCN(C)C)C(=O)CCS(=O)(=O)c3ccccc3)nc2c1 | -15 | -6 | 10 | -5 | 6 | nt | -3
Cc1ccc(S(=O)(=O)N[C@@H]2CC[C@@H](CC(=O)NCc3ccccc3F)O[C@H]2CO)cc1 | 19 | 2 | 10 | -2 | -1 | -3 | -2
CN1c2ccc(Br)cc2[C@@H]2[C@@H](CCN2C(=O)Nc2ccc(F)cc2)[C@@H]1CO | 15 | 2 | -13 | 7 | 7 | 1 | 0
CC(=O)N(C)C[C@H]1Oc2cc(-c3ccc(C)cc3)ccc2S(=O)(=O)N([C@H](C)CO)C[C@@H]1C | -1 | -7 | 2 | 1 | nt | -2 | -1
O=C(c1ccc(CSc2nc3ccncc3[nH]2)cc1)N1CCCCCC1 | 27 | -3 | -1 | nt | 22 | 15 | -7
COc1ccc(C(=O)c2c(-c3cccc(C)c3)oc3ccc(N4CCOCC4)cc23)cn1 | 19 | -5 | 6 | nt | -20 | -48 | nt
COc1cc(/C=C/C(=O)Nc2nc3ccc(S(=O)(=O)N(C)C)cc3s2)cc(OC)c1OC | 13 | 2 | nt | nt | -23 | nt | nt

With a hit mark in SIRT5 block, of those listed so far:
SMILES | LGR2 inh | ARNT-TACC3 inh | DENV2 CPE | SIRT5 block | CASP6 VEID inh
CCN(CC)c1ccc(N=Cc2ccc([N+](=O)[O-])o2)cc1 | nt | 1 | -9 | 15* | 16

Additional results follow.
SMILES | LGR2 inh | ARNT-TACC3 inh | DENV2 CPE | SIRT5 block | PAX8 reporter | EWS-Fli inh | CASP6 VEID inh
CCC(C)NC(=O)C1CCN(C(=O)N(C)C)CC1 (configuration not stated) | -3 | 9 | 9 | 0 | nt | 4 | 3
Nc1ccccc1-c1cn(CC(=O)Nc2ccon2)nn1 | nt | nt | 16 | 0 | -1 | -10 | 2
C[C@H]1CN([C@@H](C)CO)S(=O)(=O)c2ccc(C#CCC3CCCC3)cc2O[C@@H]1CN(C)C(=O)CN(C)C | 6 | 8 | -10 | -3 | 44 | 22 | -11
Cc1ccc([C@H]2N[C@]3(CCCN(Cc4ccc(F)cc4)C3=O)[C@H]3C(=O)N(C)C(=O)[C@@H]23)cc1 | -32 | nt | -3 | -4 | 2 | -2 | 4
Cc1noc(C)c1NC(=O)N[C@H]1C=C[C@@H](CC(=O)Nc2ccc(-c3ccccc3)cc2)O[C@H]1CO | 11 | -32 | -1 | 1 | 20 | -3 | 0
C[C@H](CO)N1C[C@H](C)[C@@H](CN(C)C(=O)Nc2ccc(C(F)(F)F)cc2)OCCCC[C@H](C)Oc2ccc(NC(=O)Nc3ccc4c(c3)OCO4)cc2C1=O | 12 | 13 | -3 | 11 | 6 | 3 | -6
Cc1ccc2c(c1)nc(-n1nc(C)cc1C)c1nnnn12 | -4 | 5 | nt | 1 | -3 | -4 | -2
c1coc(-c2nc3ccccc3s2)c1 | -43 | -3 | 2 | -1 | -205 | -71 | 4
Cc1ccc(/C=N/n2c(=O)c(C(C)(C)C)nn3cnnc23)cc1 | -3 | -14 | nt | nt | 15 | nt | nt
CC(C)C(NC(=O)C1CCC(C(C)(C)C)CC1)C(=O)NCCCN1CCCCC1 (configuration not stated) | 5 | -1 | -3 | -2 | -23 | 2 | -3

Source: PubChem (Broad Institute)
